Compound activity as filed in PubChem.
V-ATPase pH – regulators of yeast V-ATPase proton transport. S. cerevisiae, pHLuorin cytosolic pH fluorescence. response, % at 10 µM. 350,000 compounds, 0.37% hits. AID 504577; in the data active means response mostly above about 7.3%, no sharp cut-off; inactive means mostly below about 5.4%; further: actives read high; inactives centre near 0; some compounds called inactive have numbers as strong as hits; reference of the scale not given here
MOR-DOR inv ag – inverse agonists of human mu-delta opioid receptor heterodimerization | 340,000 compounds, 0.21% hits | inhibition, % at 9.3 µM | cell-based MOR-DOR heterodimer luminescence, inverse agonism; in the data active means inhibition above about 22%, passing the limit was not always enough;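 further: 0% = cells with DMSO and 100% = wells without cells with DMSO; values of inactives mirror those of a sister screen read the other way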
Target sequence (P35372 whole entry, looked up): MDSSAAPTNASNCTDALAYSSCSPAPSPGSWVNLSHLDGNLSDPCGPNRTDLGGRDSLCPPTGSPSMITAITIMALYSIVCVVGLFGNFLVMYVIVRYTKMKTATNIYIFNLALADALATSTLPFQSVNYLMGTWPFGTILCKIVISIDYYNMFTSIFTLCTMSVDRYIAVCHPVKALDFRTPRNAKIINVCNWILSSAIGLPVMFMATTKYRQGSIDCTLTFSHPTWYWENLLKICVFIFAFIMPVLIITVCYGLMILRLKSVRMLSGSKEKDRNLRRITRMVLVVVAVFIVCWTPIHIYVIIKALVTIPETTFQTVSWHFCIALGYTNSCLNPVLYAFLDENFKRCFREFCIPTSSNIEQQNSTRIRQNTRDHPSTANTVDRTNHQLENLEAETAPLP
Target sequence (P41143 whole entry, looked up): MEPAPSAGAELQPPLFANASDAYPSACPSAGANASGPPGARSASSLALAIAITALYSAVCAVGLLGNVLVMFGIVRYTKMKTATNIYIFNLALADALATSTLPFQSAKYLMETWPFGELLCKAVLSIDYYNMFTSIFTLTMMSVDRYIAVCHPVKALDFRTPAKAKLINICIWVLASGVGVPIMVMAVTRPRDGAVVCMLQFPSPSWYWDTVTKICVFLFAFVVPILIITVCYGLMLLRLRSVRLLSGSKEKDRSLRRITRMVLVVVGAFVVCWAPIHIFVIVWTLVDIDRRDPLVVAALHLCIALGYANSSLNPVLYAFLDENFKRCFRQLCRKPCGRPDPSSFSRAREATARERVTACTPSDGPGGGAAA
Wnt act – activators of Wnt/beta-catenin signaling | Wnt/beta-catenin reporter cell assay, activator, plate reader | activation, % at 9.35 µM | 300,000 compounds, 1.2% hits | AID 743398; in the data active means activation above about 30%, passing the limit was not always enough;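 further: 0% = neutral control wells and 100% = positive control wells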
RTF Ca sens act – increases calcium sensitivity of human cardiac regulated thin filaments. P19429+P45379. IANBD-labeled TnC RTF fluorescence at EC20 calcium; 0% EC20 calcium, 100% full calcium. activation, % at 7.2 µM. 340,000 compounds, 0.24% hits. AID 493008;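 active means activation above the mean over all tested compounds plus 3 SD, cut at about 30% in these data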;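 further: rise in fluorescence read as greater calcium sensitivity of cardiac thin filaments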
MOR-DOR ag – OPRM1-OPRD1 heterodimerization agonism | activation, % at 9.3 µM | 340,000 compounds, 0.3% hits | cells, luminescence; in the data active means activation above about 18%;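 further: 0% = vehicle-treated cells and 100% = reference agonist; values of inactives mirror those of a sister screen read the other way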
Arr AP2 block – human beta-arrestin and AP2 interaction inhibition. FITC-arrestin peptide / GST-AP2 beads, flow cytometry; AP2 beta2 appendage carries R879A mutation. inhibition, % at 10 µM. AID 504490. 340,000 compounds, 0.31% hits;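 active means inhibition above a set limit, near 3 SD of compounds lacking own fluorescence, cut at about 54% in these data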;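 further: plate controls were DMSO wells for no effect and 5 µM unlabelled arrestin peptide for full effect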
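Material – GST-tagged AP2 beta2-adaptin appendage (R879A) on 4 µm glutathione beads · Probe or stimulus – fluorescein-tagged arrestin peptide at 50 nM final · Timing – 12 min plus 1 h, RT · Detection – bead flow cytometry, FITC channel · Read-out basis – inhibition as reduced fluorescein signal on beads, percent · Medium – PBS plus Tween 20 (0.05%) and BSA (0.1%)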
DSG3 Ab inh – human desmoglein-3 autoantibody binding inhibition | binding (percent of control), % at 10 µM | 310,000 compounds, 0.48% hits | DSG3-coupled beads, scFv-anti-DSG3-GFP binding, flow cytometry; stronger effect = lower value | AID 588358;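 active means binding more than 3 SD below its plate's average and above zero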;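 further: hits lower antibody fragment binding to DSG3; some compounds called inactive have numbers as strong as hits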
Cardiac RTF inh – cardiac RTF calcium desensitization; P19429+P45379; IANBD-labeled cardiac RTF, Ca2+ fluorescence; inhibition, % at 7.15 µM; 340,000 compounds, 0.12% hits; AID 493244;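 active means inhibition above the mean inhibition of all tested compounds plus 3 SD, cut at about 17% in these data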;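 further: assay run at fixed EC70 calcium of 1.6 mM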
LANA DNA inh – inhibitors of KSHV LANA C-terminal domain DNA binding; inhibition, % at 9 µM; MBP-C-LANA/FAM-LBS DNA binding, fluorescence polarization; 340,000 compounds, 0.078% hits;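 active means highest replicate inhibition at or above 60% at 9 µM, even if other replicates fall short; inactive means all replicates below 60% inhibition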;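 further: 0% = neutral control wells and 100% = 4 µM acridine orange control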
Keap1-Nrf2 PPI – disrupts human Keap1 binding to Nrf2 peptide; Q14145; inhibition, % at 9.4 µM; AID 504523; Keap1 Kelch-Nrf2 peptide fluorescence polarization, 1536-well; 340,000 compounds, 0.15% hits; in the data active means inhibition above about 12%;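 further: human Keap1 Kelch domain with fluorescein labeled Nrf2 9mer peptide probe; 0% = neutral control wells and 100% = peptide positive control; higher means more block of Keap1 binding to Nrf2 peptide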
Active calls of the source: *.

Cc1nc2cc(NC(=O)N3CCCCC3)ccc2n1C was read as V-ATPase pH -0.6, MOR-DOR inv ag 15.5, RTF Ca sens act 9.9, MOR-DOR ag -2.7, Arr AP2 block -7.8, DSG3 Ab inh 100.5, Cardiac RTF inh -10.5, LANA DNA inh -0.5 and Keap1-Nrf2 PPI -1.4.
Cc1c(NC(=O)CSc2nc3ccccc3n2C)c(=O)n(-c2ccccc2)n1C was read as V-ATPase pH 0.7, MOR-DOR inv ag 7.0, RTF Ca sens act -6.5, MOR-DOR ag -1.3, Arr AP2 block 15.8, DSG3 Ab inh 101.7, Cardiac RTF inh -13.9, LANA DNA inh 1.8 and Keap1-Nrf2 PPI 3.2.
For O=P(O)(c1ccc(Cl)cc1)c1ccc(Cl)cc1 the results were V-ATPase pH 1.1, MOR-DOR inv ag 14.4, RTF Ca sens act -1.1, MOR-DOR ag -2.6, Arr AP2 block -7.2, DSG3 Ab inh 116.2, Cardiac RTF inh -2.9, LANA DNA inh -0.3 and Keap1-Nrf2 PPI 0.5.
Screening COc1cc(COc2ccc(S(=O)(=O)N3CCOCC3)cc2[N+](=O)[O-])ccc1OC(F)F returned V-ATPase pH -3.5, MOR-DOR inv ag -7.0, Wnt act -1.1, RTF Ca sens act -7.8, MOR-DOR ag 1.3, Arr AP2 block 44.6, DSG3 Ab inh 101.3, Cardiac RTF inh 3.5, LANA DNA inh 1.7 and Keap1-Nrf2 PPI -1.4.
O=C(NCc1ccco1)C1CCC(N2C(=O)C3C4CCC(C4)C3C2=O)CC1 (stereo not drawn) was read as V-ATPase pH -0.1, MOR-DOR inv ag 6.8, Wnt act -1.8, RTF Ca sens act 15.8, MOR-DOR ag -1.4, Arr AP2 block 12.2, DSG3 Ab inh 103.8, Cardiac RTF inh -5.9, LANA DNA inh -1.2 and Keap1-Nrf2 PPI -3.0.
For COc1ccc(NC(=O)Cn2c(=O)sc3ccccc32)c(OC)c1 the results were V-ATPase pH -2.2, MOR-DOR inv ag 3.7, Wnt act -0.9, RTF Ca sens act 13.8, MOR-DOR ag -0.7, Arr AP2 block 12.6, DSG3 Ab inh 111.2, Cardiac RTF inh -7.4, LANA DNA inh 13.6 and Keap1-Nrf2 PPI 3.4.
`O=C(COC(=O)CC1CC2CCC1C2)Nc1ccc(F)cc1Cl` (stereo not drawn) gave V-ATPase pH 7.1, MOR-DOR inv ag -33.0, Wnt act -0.6, RTF Ca sens act 1.4, MOR-DOR ag 8.5, Arr AP2 block 7.5, DSG3 Ab inh 91.5, Cardiac RTF inh -16.4, LANA DNA inh 0.1 and Keap1-Nrf2 PPI -3.7.
For Cc1cc(-c2nn(-c3ccccc3F)cc2CN2CCC(O)CC2)c(C)s1 the results were V-ATPase pH 2.8, MOR-DOR inv ag 12.5, Wnt act -1.3, RTF Ca sens act -2.2, MOR-DOR ag -2.4, Arr AP2 block 29.2, DSG3 Ab inh 90.1, Cardiac RTF inh -2.7, LANA DNA inh 0.7 and Keap1-Nrf2 PPI -2.4.
For CSc1ccc(S(=O)(=O)N2CCN(Cc3ccc4c(c3)OCO4)CC2)cc1 the results were V-ATPase pH -2.2, MOR-DOR inv ag 1.0, Wnt act -1.5, RTF Ca sens act -3.4, MOR-DOR ag -0.2, Arr AP2 block 10.0, DSG3 Ab inh 107.2, Cardiac RTF inh -9.9, LANA DNA inh -2.9 and Keap1-Nrf2 PPI -3.4.
`N#Cc1c(-c2cccc([N+](=O)[O-])c2)nc2n(c1=O)CCS2` gave V-ATPase pH -2.4, MOR-DOR inv ag -4.1, Wnt act 0.9, RTF Ca sens act -4.0, MOR-DOR ag 0.9, Arr AP2 block 21.6, DSG3 Ab inh 95.0, Cardiac RTF inh -6.2, LANA DNA inh -0.1 and Keap1-Nrf2 PPI -1.7.
`O=C(Cc1ccc(Br)cc1)NCCN1CCOCC1` gave V-ATPase pH -0.4, MOR-DOR inv ag 10.0, Wnt act 0.1, RTF Ca sens act -0.8, MOR-DOR ag -2.0, Arr AP2 block -14.3, DSG3 Ab inh 92.2, Cardiac RTF inh -9.2, LANA DNA inh 0.4 and Keap1-Nrf2 PPI 4.5.
For Cc1nc2ccc(S(=O)(=O)NCC(=O)N(C)Cc3ccco3)cc2s1 the results were V-ATPase pH 0.0, MOR-DOR inv ag 6.0, RTF Ca sens act -0.6, MOR-DOR ag -1.1, Arr AP2 block 3.3, DSG3 Ab inh 97.0, Cardiac RTF inh -23.2, LANA DNA inh -0.4 and Keap1-Nrf2 PPI 1.0.
Cc1cc(C)c2c(c1)cc(C)c1nnc(SCC(=O)Nc3cc(C)on3)n12 was read as V-ATPase pH 2.1, MOR-DOR inv ag 5.6, Wnt act -4.4, RTF Ca sens act -0.7, MOR-DOR ag -1.0, Arr AP2 block 7.5, DSG3 Ab inh 84.5, Cardiac RTF inh -17.9, LANA DNA inh 0.9 and Keap1-Nrf2 PPI 1.5.
For CCN(C(=O)CSc1nnc(Nc2ccccc2C)s1)C1CCS(=O)(=O)C1 (stereo not drawn) the results were V-ATPase pH -2.9, MOR-DOR inv ag 1.3, Wnt act -1.7, RTF Ca sens act -0.1, MOR-DOR ag -0.2, Arr AP2 block 2.9, DSG3 Ab inh 108.8, Cardiac RTF inh -18.3, LANA DNA inh 0.4 and Keap1-Nrf2 PPI -3.9.
Screening CN1CCN(C(=O)c2ccccc2NC(=O)c2ccc(C(C)(C)C)cc2)CC1 returned V-ATPase pH 0.1, MOR-DOR inv ag 10.4, Wnt act -0.3, RTF Ca sens act -2.1, MOR-DOR ag -1.9, Arr AP2 block -0.3, DSG3 Ab inh 106.2, Cardiac RTF inh 0.2, LANA DNA inh 0.0 and Keap1-Nrf2 PPI -1.6.
For Nc1nc(NC(=O)/C=C/c2ccccc2)nn1-c1ccccc1 the results were V-ATPase pH -2.5, MOR-DOR inv ag 15.0, Wnt act -2.6, RTF Ca sens act 2.5, MOR-DOR ag -2.5, Arr AP2 block 31.1, DSG3 Ab inh 100.3, Cardiac RTF inh 1.5, LANA DNA inh 0.2 and Keap1-Nrf2 PPI -0.1.
Screening CCOc1ccc(C2OC34CCCCC3C(C#N)(C#N)C2(C#N)C(=N)O4)cc1OC (stereo not drawn) returned V-ATPase pH -4.3, MOR-DOR inv ag -27.0, RTF Ca sens act 28.9, MOR-DOR ag 4.4, Arr AP2 block -4.8, Cardiac RTF inh -34.7, LANA DNA inh 42.2 and Keap1-Nrf2 PPI 18.8*.
Screening c1ccc(Cn2ncc3c(N4CCCCC4)ncnc32)cc1 returned V-ATPase pH -2.5, MOR-DOR inv ag 12.5, RTF Ca sens act -3.3, MOR-DOR ag -2.2, Arr AP2 block -1.3, DSG3 Ab inh 113.1, Cardiac RTF inh 1.5, LANA DNA inh -0.6 and Keap1-Nrf2 PPI -1.0.
Screening O=C1CCCC/C=C\C[C@H](CC(=O)N(CCO)Cc2ccccc2)C(=O)N2CCC[C@@H]2CO1 returned V-ATPase pH 4.2, MOR-DOR inv ag 3.8, Wnt act 0.2, RTF Ca sens act 2.2, MOR-DOR ag -0.7, Arr AP2 block 7.7, DSG3 Ab inh 99.8, Cardiac RTF inh -0.3, LANA DNA inh 1.2 and Keap1-Nrf2 PPI -7.6.
`CCN(CC)S(=O)(=O)c1cc(NC(=O)C(=O)c2c(-c3ccccc3)cc3ccccn23)ccc1C` gave V-ATPase pH -1.7, MOR-DOR inv ag -0.7, RTF Ca sens act -1.9, MOR-DOR ag 0.1, Arr AP2 block -8.7, DSG3 Ab inh 88.2, Cardiac RTF inh -7.7, LANA DNA inh 0.1 and Keap1-Nrf2 PPI -0.4.
`CCN1CCN(CCC(=O)Nc2ccccc2C)CC1` gave V-ATPase pH -0.4, MOR-DOR inv ag 6.2, Wnt act 0.2, RTF Ca sens act 0.4, MOR-DOR ag -1.2, Arr AP2 block 37.8, DSG3 Ab inh 122.8, Cardiac RTF inh -2.3, LANA DNA inh 1.2 and Keap1-Nrf2 PPI -0.9.
`COc1cc(NC(=O)c2cccs2)c(OC)cc1NC(=O)CCC(=O)Nc1ccc2ncccc2c1` gave V-ATPase pH -2.2, MOR-DOR inv ag 9.5, Wnt act -2.7, RTF Ca sens act 2.0, MOR-DOR ag -1.9, Arr AP2 block 11.7, DSG3 Ab inh 80.9, Cardiac RTF inh -4.0, LANA DNA inh -0.9 and Keap1-Nrf2 PPI 0.3.
For CCNc1nc(NCC)n2c(SCC(=O)Nc3ccc(Br)cc3F)nnc2n1 the results were V-ATPase pH 3.4, MOR-DOR inv ag 4.6, Wnt act -0.4, RTF Ca sens act -6.1, MOR-DOR ag -0.7, Arr AP2 block -2.7, DSG3 Ab inh 96.2, Cardiac RTF inh -1.6, LANA DNA inh -0.7 and Keap1-Nrf2 PPI 1.5.
Screening c1ccc2c(NC3C4CC5CC(C4)CC3C5)nc(N3CCOCC3)nc2c1 (stereo not drawn) returned V-ATPase pH 1.4, MOR-DOR inv ag -41.0, Wnt act -4.4, RTF Ca sens act -3.8, MOR-DOR ag 7.2, Arr AP2 block 5.5, DSG3 Ab inh 98.0, Cardiac RTF inh 0.3, LANA DNA inh 0.8 and Keap1-Nrf2 PPI 0.4.
`CC(=O)c1ccc(OCC(=O)Nc2ccccc2C(=O)NC2CC2)cc1` gave V-ATPase pH -4.5, MOR-DOR inv ag 18.6, Wnt act 5.4, RTF Ca sens act 1.2, MOR-DOR ag -3.5, Arr AP2 block -3.2, DSG3 Ab inh 107.2, Cardiac RTF inh -2.1, LANA DNA inh -0.9 and Keap1-Nrf2 PPI -3.7.
`COc1ccc(NS(=O)(=O)c2ccc(C(=O)N3CCCCCC3)cc2)cc1` gave V-ATPase pH 0.4, MOR-DOR inv ag -15.8, Wnt act -2.6, RTF Ca sens act -1.3, MOR-DOR ag 3.2, Arr AP2 block 0.7, DSG3 Ab inh 97.8, Cardiac RTF inh -5.6, LANA DNA inh -0.3 and Keap1-Nrf2 PPI -4.1.
`COc1ccccc1-n1cc(-c2ccc([N+](=O)[O-])cc2)[nH]c1=S` gave V-ATPase pH -0.6, MOR-DOR inv ag 2.9, Wnt act -1.7, RTF Ca sens act 3.0, MOR-DOR ag -0.6, Arr AP2 block -3.6, Cardiac RTF inh -3.3, LANA DNA inh -0.1 and Keap1-Nrf2 PPI -1.7.
Screening O=C1NC(c2ccccc2)=C(c2ccc3ccccc3n2)C(c2ccc(F)cc2)N1 (stereo not drawn) returned V-ATPase pH -1.5, MOR-DOR inv ag 10.9, Wnt act -3.7, RTF Ca sens act -7.8, MOR-DOR ag -2.1, Arr AP2 block -3.6, DSG3 Ab inh 100.3, Cardiac RTF inh 1.3, LANA DNA inh -1.4 and Keap1-Nrf2 PPI 6.1.
`C=CCCC(=O)N1CCC(Oc2cccc(C(=O)NCc3ccccn3)c2)CC1` gave V-ATPase pH -3.9, MOR-DOR inv ag 10.6, Wnt act 6.1, RTF Ca sens act -8.4, MOR-DOR ag -2.0, Arr AP2 block 24.5, DSG3 Ab inh 93.4, Cardiac RTF inh -1.1, LANA DNA inh -0.7 and Keap1-Nrf2 PPI 2.7.
